PfG6PD inh = PfG6PD (Plasmodium falciparum) enzyme inhibition; PfGluPho enzyme, NADPH resazurin-diaphorase fluorescence; inhibition, % at 20 µM; actives 0.78% (n = 350,000); AID 504690;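 active = inhibition reaching at least a set limit at 20 µM in the primary screen, cut at about 59% in these data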;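 note: 0% = DMSO wells with substrate and 100% = DMSO wells lacking glucose-6-phosphate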
MIN6 prolif = induces beta-cell replication in MIN6 cells | AID 2380 | MIN6 cells proliferation, ATPlite luminescence, 48 h; cells starved in 0.2% serum; 100% = growth in 10% serum | actives 0.29% (n = 330,000) | proliferation, % at 10 µM;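 active = compounds whose signal lies at least 3.5 SD above the mean of all wells on their plate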;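 note: 0% = DMSO-treated cells in low-serum medium and 100% = 10% serum control; some compounds called inactive have numbers as strong as hits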
SENP8 block-1 = blocks the human protease SENP8. purified SENP8, Z-RLRGG-aminoluciferin cleavage, luminescence. inhibition, % at 10 µM. actives 1.2% (n = 330,000). AID 2540; in the data active = inhibition above about 50%
Target sequence (Q96LD8 whole entry, looked up): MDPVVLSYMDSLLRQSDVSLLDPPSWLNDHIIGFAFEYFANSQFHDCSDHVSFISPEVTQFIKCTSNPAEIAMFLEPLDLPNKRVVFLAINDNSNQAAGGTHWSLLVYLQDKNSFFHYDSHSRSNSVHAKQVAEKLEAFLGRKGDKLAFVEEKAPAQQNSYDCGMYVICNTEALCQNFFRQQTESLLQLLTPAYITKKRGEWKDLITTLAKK
SENP7 inh = SENP7 protease inhibition; Q9BQF6; recombinant SENP7, Z-RLRGG-aminoluciferin luminescence, 40 min; inhibition, % at 5 µM; actives 1.5% (n = 330,000); AID 434973;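 active = inhibition above about 50% at the single test dose, limit read from the data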;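 note: plate controls were DMSO with enzyme for no effect and no enzyme buffer wells for full effect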
Target sequence (Q9BQF6 706-1050 limits assumed): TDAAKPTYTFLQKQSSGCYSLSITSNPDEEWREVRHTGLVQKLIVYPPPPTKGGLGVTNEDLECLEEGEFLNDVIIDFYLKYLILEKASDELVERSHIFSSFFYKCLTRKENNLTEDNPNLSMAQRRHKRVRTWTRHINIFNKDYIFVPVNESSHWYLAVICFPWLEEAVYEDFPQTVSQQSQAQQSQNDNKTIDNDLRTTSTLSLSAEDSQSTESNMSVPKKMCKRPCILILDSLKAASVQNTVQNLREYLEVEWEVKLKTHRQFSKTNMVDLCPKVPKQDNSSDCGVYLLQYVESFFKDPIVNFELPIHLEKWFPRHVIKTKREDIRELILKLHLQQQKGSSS
SENP8 block-2 = SENP8 (human) protease inhibition; Q96LD8; recombinant SENP8, Nedd8 substrate fluorescence; inhibition, % at 20 µM; actives 0.64% (n = 360,000); AID 602440; in the data active = inhibition mostly above about 40%, no sharp cut-off; inactive = mostly below about 27%
SENP1 inh = SENP1 (human) catalytic domain inhibition; recombinant SENP1 catalytic domain, CyPet-SUMO1-YPet FRET cleavage; inhibition, % at 10 µM; actives 0.21% (n = 360,000); AID 624204;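 active = inhibition at least 30% at 10 µM, raw YFP signal under a set limit, fluorescence ratio 0.5 to 1.5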;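 note: 0% = enzyme with DMSO and 100% = no enzyme wells; some results filed as inactive read as strong as hits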
Target sequence (Q9P0U3 419-644 limits assumed): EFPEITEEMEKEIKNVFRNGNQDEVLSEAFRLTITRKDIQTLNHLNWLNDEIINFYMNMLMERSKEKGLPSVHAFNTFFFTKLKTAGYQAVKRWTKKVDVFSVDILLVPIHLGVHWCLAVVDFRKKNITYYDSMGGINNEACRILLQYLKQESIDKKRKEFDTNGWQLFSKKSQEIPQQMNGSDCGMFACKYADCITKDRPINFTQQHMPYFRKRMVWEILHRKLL
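Assay system: hSENP1 catalytic domain, recombinant. Amount: SENP1 enzyme, 20 pM final. Schedule: 50 min reaction, RT, dark. Technique: FRET, CFP and YFP emission. Control set: no-enzyme wells low, DMSO-plus-enzyme wells high control.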
SENP6 inh = inhibitors of human SENP6 protease | Q9GZR1 | Recombinant SENP6 catalytic domain, aminoluciferin luminescence | inhibition, % at 10 µM | actives 1.8% (n = 330,000) | AID 2599;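 active = inhibition above about 50% at the single tested dose, limit read from the data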;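 note: plate controls were DMSO wells with enzyme for no effect and DMSO wells lacking enzyme for full effect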
HKDC1 inh = blocks human hexokinase HKDC1 activity | Q2TB90 | recombinant HKDC1, G6PDH/diaphorase resazurin coupled fluorescence | inhibition, % at 20 µM | actives 0.16% (n = 340,000) | AID 493160;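 active = inhibition above about 35% when tested at 20 µM, limit read from the data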;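 note: plate controls were DMSO wells with enzyme for no effect and DMSO wells lacking enzyme for full effect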
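test system = in-house recombinant HK5 (HKDC1) enzyme | amount = HKDC1 at 5 µg/mL | control set = DMSO-enzyme wells negative, buffer-substituted wells positive | compound = one dose of 20 µM, 1% DMSO | schedule = reaction time 90 min, room temperature, protected from light | technique = resorufin fluorescence at 613 nm | reagent = glucose with 1 mM ATP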
UBC13 inh = blocks human UBC13 polyubiquitin chain formation | inhibition, % at 20 µM | TR-FRET | actives 0.47% (n = 330,000); in the data active = inhibition above about 45%, passing the limit was not always enough
Target sequence (P61088 whole entry, looked up): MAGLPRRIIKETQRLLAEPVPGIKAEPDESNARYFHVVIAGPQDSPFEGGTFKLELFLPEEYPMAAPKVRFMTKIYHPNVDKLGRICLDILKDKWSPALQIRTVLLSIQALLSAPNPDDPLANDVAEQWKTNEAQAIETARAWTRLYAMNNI
* marks the source's active call; other numbers are inactive results; x = no result given.

SMILES | PfG6PD inh | MIN6 prolif | SENP8 block-1 | SENP7 inh | SENP8 block-2 | SENP1 inh | SENP6 inh | HKDC1 inh | UBC13 inh
CCc1ccc(C(=O)NNC(=O)C2CSC3(C)CCC(=O)N23)cc1 (stereo not given) | 2 | -2 | -1 | -2 | 9 | 1 | -3 | 0 | 1
O=C(CN(C(=O)CNC(=O)c1ccco1)c1ccc2c(c1)OCCO2)NC1CCCCC1 | 7 | 0 | 0 | 8 | 14 | 1 | 8 | 3 | 5
NCCSC1CC(=O)N(c2ccc(F)cc2)C1=O (stereo not given) | 15 | 0 | -9 | 13 | 6 | 0 | 8 | 0 | -2
O=C(NCCS(=O)(=O)N1CCCCCC1)c1ccccc1 | 0 | 6 | 6 | -1 | 12 | 0 | -1 | -4 | 6
N#Cc1c(-n2cccc2C=O)sc2c1CCCC2 | -2 | -1 | 2 | -1 | -9 | 0 | 8 | -9 | -6
CCN(CC)C(=O)COc1ccc2c(c1)C(=O)CC(C)(C)O2 | -3 | 4 | 5 | 3 | -425 | -13 | -21 | -2 | 28
Cc1ccc(C(=O)CCC(=O)NNC(=O)c2ccccc2O)cc1 | -22 | -3 | 11 | -1 | -252 | -1 | 11 | -10 | 12
CC(OC(=O)c1ccc(NC(=O)CC#N)cc1)C(=O)NC(c1ccccc1)c1ccccc1 (stereo not given) | -15 | -2 | 4 | -3 | -40 | -18 | -11 | -2 | -16
Cc1ccc(CNS(=O)(=O)/C=C/c2ccc3c(c2)OCO3)cc1 | 2 | -2 | -15 | -7 | 13 | 1 | -26 | 2 | -3
COc1cccc(/C=C/C(=O)c2ccc(NC3=NCCCS3)cc2)c1 | -2 | -5 | -4 | 41 | 9 | 4 | -27 | 9 | 10
COc1ccccc1NC(=O)C(C)N(C)Cc1ccc(Cl)s1 (stereo not given) | -8 | -4 | -6 | 3 | 8 | -3 | -16 | -2 | 9
COc1ccccc1NC(=O)c1c(Br)cnn1C | -6 | 5 | -2 | 3 | 1 | 1 | -1 | -9 | 18
C=CCc1cccc(/C=N/NC(=O)C(C)Nc2cccc(C)c2)c1O (stereo not given) | 2 | -6 | 4 | 3 | 21 | -2 | 25 | -9 | 2
COc1ccc2c(c1)c(=O)oc1cc(OC(C(=O)O)c3ccccc3)ccc12 (stereo not given) | -26 | -1 | -7 | -1 | -308 | -1 | -14 | 0 | 12
O=c1cc(-c2ccccc2)nc2n1Cc1ccccc1-2 | 7 | -1 | 0 | -3 | 9 | -1 | -21 | -8 | -6
Cc1cc(C)c2c(CN3CCN(C)CC3)cc(=O)oc2c1 | -22 | -2 | -3 | 1 | 2 | 3 | -14 | -4 | -17
O=C(c1cccc([N+](=O)[O-])c1)N1CCN(c2cccc(Cl)c2)CC1 | 0 | 0 | -7 | 0 | 10 | 1 | -4 | 3 | 8
Cc1[nH]n(-c2ccccc2)c(=S)c1C=Nc1cccc([N+](=O)[O-])c1 | 110* | -2 | -1 | 1 | 10 | -4 | 0 | 2 | -8
Cn1c(=S)n(C)c2ccccc21 | 5 | 1 | -5 | -8 | 12 | 1 | -21 | 3 | -1
CCOC(=O)[C@H]1[C@H]2COc3cc(OC)ccc3[C@@H]2N2C(=O)c3cc(C)ccc3NC(=O)[C@@]12C | -6 | -4 | -1 | -2 | 5 | 1 | -17 | -2 | 9

Look-ups from the results shown:
NCCSC1CC(=O)N(c2ccc(F)cc2)C1=O (stereo not given) in SENP1 inh: 0
O=C(CN(C(=O)CNC(=O)c1ccco1)c1ccc2c(c1)OCCO2)NC1CCCCC1 in SENP6 inh: 8
CCN(CC)C(=O)COc1ccc2c(c1)C(=O)CC(C)(C)O2 in HKDC1 inh: -2
Cc1[nH]n(-c2ccccc2)c(=S)c1C=Nc1cccc([N+](=O)[O-])c1 in SENP6 inh: 0

4 compounds from above with just SENP8 block-2 and SENP6 inh.
canonical_smiles	SENP8 block-2	SENP6 inh
NCCSC1CC(=O)N(c2ccc(F)cc2)C1=O (stereo not given)	6	8
O=c1cc(-c2ccccc2)nc2n1Cc1ccccc1-2	9	-21
O=C(NCCS(=O)(=O)N1CCCCCC1)c1ccccc1	12	-1
O=C(c1cccc([N+](=O)[O-])c1)N1CCN(c2cccc(Cl)c2)CC1	10	-4

Next structures follow:
SMILES | PfG6PD inh | MIN6 prolif | SENP8 block-1 | SENP7 inh | SENP8 block-2 | SENP1 inh | SENP6 inh | HKDC1 inh | UBC13 inh
C=C(C)C1CC=C(C)/C(=N/NC(=O)C2CC2c2ccccc2)C1 (stereo not given) | -1 | -2 | 2 | 5 | 11 | 2 | -2 | -11 | 0
CCOC(=O)C1CCN(C(=O)Cc2c(C(=O)O)[nH]c3ccccc23)CC1 | -14 | -2 | 1 | 7 | 4 | 2 | -6 | 3 | -4
CCCc1c(C)nc(N2CCN(c3ccc(F)cc3)CC2)[nH]c1=O | -1 | 4 | 2 | -3 | 2 | -1 | 7 | -3 | 2
Cc1noc(N)c1C(=O)Nc1ccc(C(C)(C)C)cc1 | 22 | -4 | 69* | 86* | 14 | 0 | 29 | 3 | 6
O=C(CSc1ncnc2scc(-c3ccccc3)c12)NCc1ccc2c(c1)OCO2 | 15 | -3 | -12 | 4 | -4 | -1 | -20 | -2 | -22
Fc1ccccc1CNCCC(Cc1ccccc1)c1ccc2c(c1)OCO2 (stereo not given) | 6 | 0 | -15 | -3 | 6 | -1 | -26 | -2 | 16
Cc1cc(C)cc(C(=O)NC(CC(N)=O)c2ccc(NC3CCCCCCCCCCC3)c([N+](=O)[O-])c2)c1 (stereo not given) | 4 | -6 | -1 | 3 | 28 | 3 | -15 | 0 | 1
N/C(=N\OC(=O)Nc1ccc(Cl)cc1)c1ncc(C(F)(F)F)cc1Cl | 6 | 0 | -5 | 5 | 20 | 1 | -22 | 1 | 17
O=C(CCc1nnc(CCc2c[nH]c3ccccc23)o1)NC1CCC1 | -10 | -1 | -11 | -3 | 4 | 0 | -1 | -4 | -6
COc1ccc(NC(=O)CN(C)CC(=O)Nc2ccc3c(c2)CCC3)cc1 | -12 | 0 | 2 | 1 | 4 | 2 | 11 | 15 | 5
CC(=O)N1CCN(C(=O)c2cccc(S(=O)(=O)Nc3c(C)n(C)n(-c4ccccc4)c3=O)c2)CC1 | -6 | -4 | -1 | 7 | 1 | 0 | -18 | -4 | -10
CN(Cc1ccccc1)/C(=N/O)c1cccc(Cl)c1 | 10 | 1 | 4 | 14 | 22 | -1 | 1 | -3 | -2
CC(C)OCCCNC(=O)C1CC(=O)N(CCc2ccccc2)C1 (stereo not given) | -7 | -1 | -14 | -10 | 11 | 2 | -16 | -4 | -3
COc1cccc(C2=NN(C(=O)c3ccco3)C(O)(C(F)(F)F)C2)c1 (stereo not given) | -2 | -4 | -1 | 4 | 16 | 3 | -8 | -8 | 1
COc1cccc2nc3cc(C)c(C)cc3nc12 | 96* | -5 | 95* | 97* | 42* | 42 | 91* | 27 | -44
O=C(Nc1ccc(Cl)cc1)c1ccc2c(c1)S(=O)(=O)c1ccccc1C2=O | -2 | -3 | 3 | 0 | 21 | 33* | -1 | -7 | -8
CC(C)C1NC2(C(=O)c3ccccc3C2=O)C2C(=O)N(c3ccc(F)cc3)C(=O)C12 (stereo not given) | -13 | -2 | 3 | 3 | -4 | -11 | 2 | -3 | -5
O=C(O)Cc1csc(NC(=O)c2ccco2)n1 | -24 | -2 | -10 | -8 | 13 | -1 | -10 | 1 | -14
CCn1cc(C(=O)NCCc2ccccc2)c(=O)c2cc(S(=O)(=O)N3CCCC3)ccc21 | -10 | 3 | 1 | 2 | 11 | 1 | 4 | -4 | 1
CC(N1CCOC1=O)S(=O)(=O)c1ccccc1 (stereo not given) | 3 | 3 | 6 | 2 | 16 | -1 | -2 | 0 | 12
COc1ccccc1NS(=O)(=O)c1cccc(C(=O)NCC2(N3CCCCC3)CCCCC2)c1 | -13 | x | x | x | 14 | 3 | x | 1 | x
COc1cccc(CNc2ccc(C(=O)O)cc2)c1OCc1ccccc1 | -10 | -3 | -3 | 6 | 5 | 1 | -16 | -3 | 4
COc1ccc(/C=N/NC(=O)c2ccc(N(C)S(=O)(=O)c3ccccc3)cc2)c(OC)c1 | 12 | -1 | 0 | 2 | -214 | -1 | -9 | -4 | 2
CCOC(=O)c1ccc(-n2c(CN3CCC(O)CC3)nc3ccc([N+](=O)[O-])cc3c2=O)cc1 | -6 | -3 | 12 | 7 | 30 | -10 | 3 | 0 | -11
COC(=O)CC1C(=O)NCCN1C(=O)c1ccc(S(=O)(=O)N2CCOCC2)cc1 (stereo not given) | 14 | -1 | 1 | 5 | 16 | 0 | 15 | -4 | 2
O=C(CNC(=S)NC(=O)c1ccc(F)cc1)c1ccccc1 | -9 | 0 | 3 | -6 | 3 | 2 | 3 | 5 | 1
CCOc1ccc(/C=C/C(=O)OCC(=O)Nc2cccc(S(=O)(=O)N3CCCC3)c2)cc1 | 3 | -4 | -21 | -13 | 6 | -1 | -8 | 6 | -18
Nc1c(-c2ccc(Cl)cc2)nnn1-c1ccccc1 | 25 | -1 | 19 | 47 | 20 | 0 | 51* | 2 | 8
O=C(CSc1ccc(Cl)cc1)Nc1cccc(-c2nc3ncccc3o2)c1 | 7 | -1 | -1 | 3 | -15 | 2 | -4 | 4 | 4
Cc1ccc(C2(C)NC(=O)N(CC(=O)N3c4ccccc4NC(=O)CC3C)C2=O)cc1 (stereo not given) | -9 | 3 | -2 | -4 | 13 | -13 | 10 | -2 | -17
CC(=O)Nc1ccc(C(=O)Nc2nc(-c3ccccn3)cs2)cc1 | 23 | -3 | 0 | -10 | -29 | 0 | -3 | 0 | -47
COc1ccc(Nc2c(-c3ccco3)nc3cccc(C)n23)cc1 | 12 | -2 | 4 | 2 | -415 | -3 | -20 | -4 | 14
CC1(C)C2CCC1(CS(=O)(=O)NC1CCCC1)C(=O)C2 (stereo not given) | -4 | -4 | 1 | 0 | 11 | 0 | -7 | -7 | -6
Cc1ccc(C(=O)CSc2ccccn2)cc1 | 38 | 0 | 51* | 51* | 15 | 1 | 69* | -9 | 2
CCN(CC)CCCn1c2c(c(SCC(=O)Nc3nc4ccccc4s3)nc1=O)CCC2 | -12 | -4 | 1 | -1 | -2 | -4 | -10 | 1 | 4
Cc1ccc(C(=O)NCCCNC(=O)c2ccc(C)nc2)cc1 | -9 | -1 | 5 | -4 | 13 | 0 | 2 | -2 | 2
Cc1cccc(NC(=O)CSc2nnc(CN3CCOCC3)n2C)c1C | -15 | -1 | -1 | 8 | 8 | -1 | -1 | 0 | -2
C=CCN(c1ccccc1)S(=O)(=O)c1cccc(C(=O)NCC(c2ccc(OC)cc2)N2CCCCC2)c1 (stereo not given) | 10 | -7 | 9 | -11 | 10 | 1 | 1 | -6 | 5
Oc1ccc(N=Nc2ccc3c(c2)OCCO3)c2ncccc12 | -5 | -7 | -21 | -14 | 30 | 6 | -5 | -30 | -141
Nc1cc(N)nc(SCC(=O)NNC(=O)c2ccc(Cl)cc2)n1 | 0 | 3 | 6 | -3 | 7 | 1 | 11 | 2 | 4
Cc1nnc(SCCCn2c(N3CCN(c4ccccc4)CC3)nc3c2c(=O)[nH]c(=O)n3C)s1 | -9 | -2 | -1 | 0 | 4 | 3 | -1 | -6 | -1

Source: PubChem BioAssay
